Screening results deposited in PubChem BioAssay by several laboratories.
KCNK3 block – human KCNK3 channel inhibitors, primary screen, CHO cells, FluxOR thallium flux, B-score; FluxOR fluorescence; active compounds read low; B-score at 10 µM; 0.84% of 340,000 active; AID 602410, 2012;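 active = B-score under library mean minus 4 SD, starting fluorescence ratio at most library mean plus 5 SD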;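 also: more negative B-score means stronger inhibition of thallium flux through KCNK3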
RGS4 inh – RGS4 inhibitors, primary screen, cell-based, HEK293 M3R inducible RGS4, calcium flux | B-score at 10 µM | Fluo-4 calcium flux; active compounds read high; triggered by carbachol at its EC20 | AID 463165, 2010 | 0.45% of 310,000 active | Regulator of G-protein signaling 4 (Homo sapiens), P49798;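 active = B-score, a plate-corrected calcium signal, over three deviations above library mean, with baseline fluorescence within five deviations of library mean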;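 also: RGS4 expression induced by doxycycline in cells with stable M3 receptor; B-score is computed from the integrated fluorescence ratio over baseline after carbachol; higher B-score means a larger calcium signal and so more RGS4 inhibition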
Target sequence (P49798 whole entry, looked up): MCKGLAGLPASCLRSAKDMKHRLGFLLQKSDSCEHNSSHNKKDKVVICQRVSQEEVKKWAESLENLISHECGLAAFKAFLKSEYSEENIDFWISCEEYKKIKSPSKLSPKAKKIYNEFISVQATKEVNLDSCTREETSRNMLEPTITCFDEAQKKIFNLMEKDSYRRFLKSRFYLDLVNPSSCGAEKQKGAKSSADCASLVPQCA
ANO1 activ – TMEM16A chloride channel activators or potentiators, primary screen, cell-based, HTS. 0.3% of 340,000 active. B-score at 10 µM. HEK293 TMEM16A/YFP-H148Q/I152L, iodide quench fluorescence; active compounds read low;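 active = fluorescence-ratio B-score plate-corrected deviation score at least 3 library SD below zero, with starting fluorescence score within 5 deviations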;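 also: channel opened by trigger with iodide after compound preincubation; score built on the fluorescence ratio of max minus min over baseline; more negative score means more quench and so TMEM16A activation or potentiation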
hERG protect – hERG rescue from dofetilide block, primary screen, cell-based, CHO-hERG, FluxOR thallium flux, dofetilide IC70; dofetilide IC70 present; 0.51% of 310,000 active; activation (rescue from dofetilide block), less the hit threshold, % at 10 µM;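 active = activation above the mean of controls blocked by dofetilide plus 5 SD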;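 also: thallium influx through hERG after potassium depolarization seen as dye fluorescence rise; in these data hits start at about 4.7%; inactives centre near -7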
KCNQ1 block – inhibitors of human KCNQ1 channel, primary screen, cell-based, thallium flux, high-throughput. B-score at 10 µM. AID 2642, 2010. CHO-K1 KCNQ1, FluxOR thallium flux fluorescence; active compounds read high. 1.3% of 310,000 active. Potassium voltage-gated channel subfamily KQT member 1 (Homo sapiens), P51787;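 active = compounds whose thallium flux B-score, printed positive for inhibition, exceeds three library SD while starting fluorescence stays within three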;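 also: channel opened by potassium depolarization with thallium stimulus after 20 min compound exposure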
ANO1 block – TMEM16A chloride channel inhibitors, primary screen, cell-based, HTS; AID 588511, 2011; HEK293 TMEM16A/YFP iodide influx fluorescence, ionomycin; 1.2% of 310,000 active; normalized B-score (activity score, 25-100; higher = stronger inhibition) at 10 µM; Anoctamin-1 (Mus musculus), Q8BHY3;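 active = ratio plate-corrected score three or more library SD toward inhibition, starting fluorescence score within five deviations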;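 also: score derived from kinetic fluorescence span divided by baseline fluorescence per well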
RGS4 act – RGS4 potentiators or activators, primary screen, cell-based, HEK293 M3R inducible RGS4, calcium flux; B-score at 10 µM; carbachol calcium flux Fluo4; active compounds read low; 0.92% of 310,000 active;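 active = B-score of the integrated calcium signal more than 4 SD below the library mean, with starting fluorescence not abnormally high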;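 also: negative B-score means reduced calcium response which marks RGS4 activation or potentiation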
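System – HEK293 FlpIn-TREx cells, stable M3R, doxycycline-inducible RGS4 · Reagent – ECmax carbachol challenge · Times – compound preincubation 20 min at room temperature before agonist · Technique – Fluo4 fluorescence kinetic imaging of calcium · Measure – B score of integrated Fluo4 ratio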
HDAC3 inh – HDAC3 deacetylase inhibitors, primary screen, biochemical, fluorescence, cell-free homogeneous; 0.15% of 320,000 active; AID 2718, 2010; inhibition, % at 8.3 µM; recombinant HDAC3, fluorogenic peptide/trypsin coupled; in the data active = inhibition above about 26%, passing the limit was not always enough
Target sequence (O15379 whole entry, looked up): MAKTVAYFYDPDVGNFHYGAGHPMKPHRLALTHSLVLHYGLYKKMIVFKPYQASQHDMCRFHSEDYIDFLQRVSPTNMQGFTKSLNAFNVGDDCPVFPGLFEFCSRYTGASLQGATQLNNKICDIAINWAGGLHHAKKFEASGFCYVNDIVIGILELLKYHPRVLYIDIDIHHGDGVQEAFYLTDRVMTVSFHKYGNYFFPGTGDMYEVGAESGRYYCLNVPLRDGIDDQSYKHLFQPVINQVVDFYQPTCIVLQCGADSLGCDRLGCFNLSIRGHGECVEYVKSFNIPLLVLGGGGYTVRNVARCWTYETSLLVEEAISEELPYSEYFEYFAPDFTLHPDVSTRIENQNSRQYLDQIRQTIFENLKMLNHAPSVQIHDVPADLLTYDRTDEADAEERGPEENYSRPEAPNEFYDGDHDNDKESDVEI
SKKanGAS inh – S. pyogenes SKKanGAS growth inhibitors in kanamycin, primary screen, streptokinase expression inhibitor project, SKKanGAS strain, BacTiter-Glo luminescence. 1.3% of 300,000 active. inhibition, % at 7.5 µM. 6 h;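 active = mean replicate score, as percent of positive control median, at least 50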;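 also: strain carries kanamycin resistance gene driven by streptokinase promoter and grows in 40 µg/ml kanamycin; loss of luminescence reflects streptokinase promoter inhibition or plain growth inhibition; 0% = median of DMSO wells and 100% = positive control at its reference dose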
KCNK9 block – KCNK9 potassium channel inhibitors, primary screen, HEK293 cells, thallium flux; Potassium channel subfamily K member 9 (Homo sapiens), Q9NPC2; FluxOR thallium flux fluorescence; active compounds read low; B-score at 10 µM; 1.2% of 310,000 active;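 active = ratio B-score over 3 SD below the library mean, with starting fluorescence within 5 SD of its mean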;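 also: negative B-score means less thallium flux so channel inhibition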
Target sequence (Q9NPC2 whole entry, looked up): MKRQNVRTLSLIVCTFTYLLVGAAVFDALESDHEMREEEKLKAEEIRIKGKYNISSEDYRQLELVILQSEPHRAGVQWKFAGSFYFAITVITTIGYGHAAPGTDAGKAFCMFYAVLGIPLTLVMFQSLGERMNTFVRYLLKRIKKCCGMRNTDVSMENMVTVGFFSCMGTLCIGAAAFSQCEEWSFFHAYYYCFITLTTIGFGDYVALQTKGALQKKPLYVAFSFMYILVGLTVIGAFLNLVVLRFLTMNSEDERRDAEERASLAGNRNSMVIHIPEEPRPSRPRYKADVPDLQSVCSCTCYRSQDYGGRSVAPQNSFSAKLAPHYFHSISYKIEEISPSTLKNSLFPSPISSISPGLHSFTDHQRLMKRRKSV
KCNQ1 act – potentiators or activators of KCNQ1 channel, primary screen, cell-based, thallium flux, high-throughput; Potassium voltage-gated channel subfamily KQT member 1 (Homo sapiens), P51787; 0.35% of 310,000 active; CHO-K1 KCNQ1, thallium flux FluxOR fluorescence; active compounds read high; B-score at 10 µM; AID 2648, 2010;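 active = fluorescence ratio B-score, a plate-corrected score, at least three library SD, with initial intensity B-score within 5 SD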
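Schedule – 37 °C overnight plating, 90-min dark dye load, 20-min compound pretreatment · System – stable KCNQ1 CHO-K1 line · Probe or stimulus – thallium- and potassium-containing depolarizing buffer · Measured by – kinetic FluxOR fluorescence, 10 s baseline plus 110 s post-stimulus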
An asterisk follows results filed as active; i = inactive; / = not tested or not shown.

SMILES	KCNK3 block	RGS4 inh	ANO1 activ	hERG protect	KCNQ1 block	ANO1 block	RGS4 act	HDAC3 inh	SKKanGAS inh	KCNK9 block	KCNQ1 act
CCOc1ccc(C2CC(c3c(O)c4ccccc4oc3=O)=NN2c2ccccc2)cc1OC (configuration not stated)	i	i	i	-12.7	i	i	i	-5.2	27.2	i	i
Cc1ccc(-c2nc(CNC(=O)c3ccco3)cs2)cc1	i	i	i	-10.4	i	i	i	5.1	-7.7	i	i
Cc1ccc(C(=O)N/N=C/c2ccc(-c3cccc(Cl)c3)o2)cn1	i	i	i	-13.0	i	i	i	-3.3	31.1	i	i
O=C(NCCc1ccccc1)C1CCN(C(=O)c2ccc(F)cc2)CC1	i	i	i	-3.8	i	i	i	1.4	-4.4	i	i
CC(C)(C)NC(=O)C(c1ccc(F)cc1)N(Cc1ccco1)C(=O)CCC(=O)Nc1ccccn1 (configuration not stated)	i	i	i	-7.1	i	i	i	12.5	-8.3	i	i
CCCCOc1ccc(C(=O)NCCOc2cccc(OC)c2)cc1	i	i	i	-5.2	i	i	i	2.8	-6.1	i	i
O=C(CCNS(=O)(=O)c1ccc(OC(F)(F)F)cc1)N1CCN(S(=O)(=O)c2cccc(F)c2)CC1	i	i	i	-14.5	i	i	i	4.3	-3.2	i	i
O=C(NCCCn1ccnc1)c1cc(-c2ccc(Cl)cc2)nc2ccccc12	i	i	i	-21.8	i	i	i	-12.5	-3.6	i	i
O=C(COC(=O)c1ccc(Cl)cc1O)NC(=O)C1CCCCC1	i	i	i	-7.1	i	i	i	-6.4	-3.6	i	i
CCOc1ccc(-c2nc(C#N)c(NCc3ccco3)o2)cc1	i	i	i	-2.3	i	i	i	-7.4	9.4	i	i
Cc1nn(Cc2ccccc2Cl)c(C)c1NC(=O)CCCn1nc([N+](=O)[O-])c(Cl)c1C	i	i	i	-7.6	i	i	i	2.2	3.9	i	i
O=C1C2C3C=CC(C3)C2C(=O)N1c1cccc(-c2nc3ccccc3o2)c1 (configuration not stated)	i	i	i	-2.9	i	i	i	-7.3	-9.3	i	i
CCOC(=O)c1c(NC(=O)COc2ccc3ccc(=O)oc3c2)sc(C(=O)N(C)C)c1C	i	i	i	-4.0	i	i	i	-7.2	-7.1	i	i
CCS(=O)(=O)NCC(c1cccnc1)N1CCN(c2ccc(OC)cc2)CC1 (configuration not stated)	i	i	i	-11.8	i	i	i	-4.7	5.0	i	i
COC(=O)CCC(=O)Nc1cccc2c(NC(=O)CCC(=O)OC)cccc12	i	i	i	-10.9	i	i	i	-12.4	-0.7	i	i
CN(C(=O)C1CCC(=O)N(Cc2ccccc2F)C1)C1CCOCC1 (configuration not stated)	i	i	i	-10.2	i	i	i	5.4	-2.6	i	i
CC(C)CC(=O)NC(=S)Nc1nc(-c2ccccc2)cs1	i	i	i	-0.1	i	i	i	2.4	-10.5	i	9*
COc1cccc(/C=C/C(=O)OCC(=O)N2CCCc3ccccc32)c1	i	i	i	-13.2	i	i	i	-0.3	17.1	i	i
CCn1ncc([N+](=O)[O-])c1C(=O)Nc1c(C)nn(Cc2ccc(F)cc2)c1C	i	i	i	-7.3	i	i	i	10.7	2.2	i	i
CCNNC(=O)C(O)(c1cccc(C)c1)c1cccc(C)c1	i	i	i	-2.2	i	i	i	3.8	1.3	i	i
Oc1ccc(C[C@@H]2CNCCN2CCC23CC4CC(CC(C4)C2)C3)cc1	i	i	i	-11.9	i	i	i	2.8	7.3	i	i
CCOc1cc(/C=N\NC(=O)c2ccc(NC(=O)C(C)(C)C)cc2)ccc1OC(=O)c1ccc(C)cc1	i	i	i	-11.0	i	i	i	2.7	20.3	i	i
CCOC(=O)CC(NS(=O)(=O)c1ccc(OC)c(C)c1)c1cccc([N+](=O)[O-])c1 (configuration not stated)	i	i	i	-4.3	i	i	i	/	7.4	i	i
CCOC(=O)N1CCN(C(=O)c2cc3cc(Br)ccc3oc2=O)CC1	i	i	i	-5.0	i	i	i	0.3	-4.7	i	i
Cc1ccc(S(=O)(=O)N2CCCC2C(=O)NC2CCCCC2)cc1 (configuration not stated)	i	i	i	-1.4	i	i	i	-3.8	-4.3	i	i
C/C(=N\N=C1/NC(=O)C(C)S1)c1ccc([N+](=O)[O-])cc1 (configuration not stated)	i	i	i	-9.5	i	i	i	-0.6	0.3	i	i
COCCN1C(=O)C(=O)/C(=C(/O)c2ccc(S(=O)(=O)N3CCOCC3)cc2)C1c1ccc(OC)c(OC)c1 (configuration not stated)	i	i	i	-3.0	i	i	i	2.9	-2.2	i	i
O=C(O)/C(=C/c1ccco1)NC(=O)c1ccc(Br)o1	i	i	i	0.7	i	i	i	4.8	0.1	i	i
Cc1ccccc1CNc1nc(N)n(-c2ccccc2)n1	i	i	i	-14.3	i	i	i	-13.4	3.1	i	i
CCOc1ccc(NC(=O)CSc2nc3ccccc3c(=O)n2CCCC(=O)NCC2CCCO2)cc1 (configuration not stated)	i	i	i	-6.8	i	i	i	-5.9	-4.6	i	i
CC(C)(C)c1ccc(C(=O)NCc2nnc(SCC(=O)NCC3CCCO3)o2)cc1 (configuration not stated)	i	i	i	-2.8	i	i	i	-5.3	28.6	i	i
Cc1cccc(-n2cnc3cc(C(=O)N4CCc5ccccc54)ccc32)c1	i	i	i	-3.7	i	i	i	2.0	8.2	i	i
Cc1cccc(NC(=O)c2ccccc2NC(=O)c2ccco2)c1	i	i	i	-6.3	i	i	i	-2.2	2.3	i	i
CCN(CC)C1CCN(C(=O)c2cc(COc3ccc(F)cc3Cl)on2)C1 (configuration not stated)	i	i	i	-11.2	i	i	-7.03*	/	-2.8	i	i
CCOC(=O)c1nn(-c2ccccc2Cl)c(=O)cc1OCC(=O)Nc1cccc(OC)c1	i	i	i	-1.7	i	i	i	/	52.6*	i	i
CCOC(=O)C1=C(C)N=C2SC(C)C(=O)N2C1/C=C/c1ccccc1OC (configuration not stated)	i	i	i	-12.7	i	i	i	-0.5	8.6	i	i
Cc1cc(NC(=O)CSc2c[nH]c3ccccc23)no1	i	i	i	-8.9	i	i	i	2.8	-8.1	i	i
Cc1ccc(-n2c(C)nnc2SCC(=O)N2CCc3ccccc3C2)cc1	i	i	i	-7.5	i	i	i	2.2	-1.4	i	i
Nc1cc(Cl)ccc1N1CCOCC1	i	i	i	-6.6	i	i	i	-12.7	5.2	i	i
CCOc1ccc(N=Nc2c(=O)[nH]n3c(=O)c4c([nH]c23)CCCC4)cc1	i	i	i	-12.7	i	i	i	4.7	25.8	i	i
O=C(Cc1cccs1)N1CCN=C1SCc1ccc(F)cc1	i	i	i	-7.6	i	i	i	1.7	0.8	i	i
Cc1cc(N2CCN(c3cccc(C)c3C)CC2)nc(-c2ccccc2)n1	i	i	i	-6.7	i	i	i	-3.0	20.8	-6.57*	i
CCCN(CCC)CCNC(=O)CS(=O)Cc1nc(-c2ccc(C)cc2)oc1C (configuration not stated)	i	i	i	-11.5	i	i	i	-1.8	-9.8	i	i
CC(=O)c1cccc(Nc2nc(N3CCOCC3)nc(N3CCOCC3)n2)c1	i	i	i	-10.6	i	i	i	-4.4	2.7	i	i
CC(=O)Nc1ccc(NC(=O)CCc2ccc(C)o2)cc1	i	i	i	-3.3	i	i	i	9.7	-5.3	i	i
c1ccc(CSc2ccc(-c3ccc4c(c3)OCO4)nn2)cc1	i	i	i	-6.3	i	i	i	3.1	-2.9	i	i
CCCNC(=O)N1CCC(C(=O)c2cccc(F)c2)CC1	i	i	i	-8.6	i	i	i	2.6	-3.7	i	i
COc1ccc(OC)c(-c2cc(-c3cccnc3)nc(N)c2C#N)c1	i	i	i	-8.7	i	i	i	-2.0	20.1	i	i
O=C(O)c1ccccc1C(=O)Nc1cccc([N+](=O)[O-])c1	i	i	i	-2.2	i	i	i	-10.2	-1.7	i	i
CCOC(=O)CSc1c(-c2ccc(Cl)cc2)[nH]c2ccccc12	i	i	i	-6.6	i	i	i	4.1	-4.6	i	i
O=C(/C=C/c1ccc(Cl)cc1Cl)n1cccn1	i	i	i	-4.8	i	i	i	2.5	14.9	i	i
CN(C)Cc1ccc(O)c(CCc2ccccc2)n1	i	i	i	-5.4	i	i	i	-2.3	-9.3	i	i
COC(=O)c1ccccc1NC(=O)C1CC(=O)N(c2ccc(OC)cc2)C1 (configuration not stated)	i	i	i	-12.6	i	i	i	-0.7	-7.2	i	i
S=C(NC1CC1)N1CCN(C(=S)NC2CC2)CC1	i	i	i	-3.5	i	i	i	-4.1	0.6	i	i
COc1ccc(NC(=O)c2c(C)nn(Cc3ccccc3)c2Cl)cc1S(=O)(=O)N1CCOCC1	i	i	i	-7.5	i	i	i	1.3	-9.3	i	i
CCOCCCn1c(SCC(=O)N(C)C2CCS(=O)(=O)C2)nc2ccccc2c1=O (configuration not stated)	i	i	i	-5.6	i	i	i	1.8	-4.9	i	i
O=C(CCC1CCCN(c2ncccn2)C1)N1CCN(c2ccccn2)CC1 (configuration not stated)	i	i	i	-13.4	i	i	i	-3.5	11.8	i	i
CC(C)(C)NC(=O)c1ccc2c(c1)N(CC(=O)N1CCCCC1)C(=O)C(C)(C)O2	i	i	i	-4.1	i	i	i	0.0	-10.2	i	i
Cc1ccc(OC(=O)COc2ccccc2C)cc1	i	i	i	-3.7	i	i	i	14.4	1.5	i	i
COc1cccc(-c2nc(CS(=O)CC(=O)NC(C)CCc3ccccc3)c(C)o2)c1 (configuration not stated)	i	i	i	-9.0	i	i	i	1.9	1.9	i	i
COC(=O)c1c(NC(=O)CCc2ccc(C)o2)sc(C)c1C	i	i	i	-12.1	i	100*	i	15.8	-6.0	i	i
C=CCN=C(NC#N)SC	i	i	i	-5.3	i	i	i	-2.0	0.9	i	i
CC1CCCN(C(=O)Cc2cn(Cc3cccc(Cl)c3)c3ccccc23)C1 (configuration not stated)	i	i	i	-5.5	i	100*	-7.44*	1.5	5.6	-13.6*	i
